ELG1 genotoxic = inducers of genotoxicity in HEK293T ELG1-luciferase cells | HEK293T ELG1-luciferase reporter, luminescence, 16 h | Potency, µM (top dose mostly 46 µM), inactives show at the highest dose activity change, positive = activation, hits mostly activators | AID 504466 | hit rate 1.3% among 330,000; further: % of control where 0% means no effect; nearly all actives have a fitted effect of over 60% in size
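Luminescence read-out: rising ELG1-luciferase signal, reflecting elevated ELG1 protein under genetic stress, flags genotoxic compounds. Cells were treated for 16 hr at 37 °C before ONE-Glo detection.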
VP16 counter = Gal4-VP16 reporter inhibition counter-screen; Potency, µM (series often up to 53.6 µM), inactives show at the highest dose activity, negative = inhibition, hits mostly inhibitors; Drosophila S2 Gal4-VP16 UAS-luciferase, luminescence, 20 h; AID 2546; hit rate 3.5% among 310,000;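 further: Gal4-VP16 expression switched on by copper sulfate through the metallothionein promoter; on the % scale 0 is the no-effect control and ±100 the full control effect; nearly all actives have a fitted effect of over 50% in size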
MBNL1-CUG inh = blocks human MBNL1 binding to CUG repeat RNA; Q9NR56; TR-FRET MBNL1-His/biotin-(CUG)12 binding, 665/545 ratio; Potency, µM (doses to about 57.5 µM), without a hit: at the highest dose activity change, negative = inhibition, actives largely listed as inhibitors; hit rate 0.036% among 280,000; AID 2675; active means well fitted inhibition curve with a large enough effect in the signal ratio, with a control signal flat, not every such curve was filed as active; inconclusive means small, poorly fitted or top-dose-only effect, or effect the other way, or a change in a side signal; inactive means no such curve, though single readings can be large or run the other way; the % refers to the signal ratio; further: on the % scale 0 is the no-effect control and ±100 the full control effect
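Compound titration spanned 92 nM–58 uM against the MBNL1-His/biotin-(CUG)12 complex. After 60 min at room temperature with 5 nM streptavidin-XL665 and 0.055 ng/ul terbium anti-His, ratiometric 665/545 nm emission (Ex 340 nm) normalized to controls.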
BRCA1 expr up = activators of BRCA1 expression | MCF7-BRCA1-FFLuc reporter, luminescence, 48 h; response scale: scaled: vehicle 0%, 10 µM genistein 100% | Potency, µM (series often up to 46.1 µM), inactives show at the top dose activation, most hits filed as activators | hit rate 1.1% among 380,000; further: nearly all actives have a fitted effect of over 80% in size; some results filed as inactive show a strong effect at the top dose
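Using MCF7 cells harboring a BRCA1 firefly luciferase reporter, plated 2 h before compound pinning, the screen measured luminescence after 48 h incubation. Responses were normalized to DMSO and 10 microM genistein, then fitted for concentration-effect.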
NPC1 prom act = NPC1 promoter activation | Potency, µM (doses to about 9.22 µM), for the others: top-dose activation, most hits filed as activators | hit rate 2.4% among 320,000 | Huh7 NPC1 promoter luciferase reporter, 24 h;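 further: % of control where 0% means no effect; nearly all actives have a fitted effect of over 60% in size; reporter is driven by a mutant NPC1 promoter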
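Luciferase expression driven by the NPC1 promoter was measured in stably transfected Huh7 cells after a 24 h compound incubation, using a luciferase reagent and a luminescence read.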
uPA generation = cell surface uPA generation inhibition; cell surface uPA generation assay, qHTS; AID 540303; hit rate 0.31% among 330,000; Potency, µM (titrated, usually from 38.3 µM), for inactives: top-dose activity change, negative = inhibition, actives largely listed as inhibitors; active means well fitted inhibition curve with a large enough effect; inconclusive means small, poorly fitted or top-dose-only effect; inactive means no such curve, though single readings can be large or run the other way; tested in mouse RAW 264.7 cells; further: on the % scale 0 is the no-effect control and ±100 the full control effect; nearly all actives have a fitted effect of over 55% in size
Rab9 prom act = activates the Rab9 promoter | Huh7 Rab9 promoter-luciferase reporter, luminescence, 24 h | Potency, µM (series often up to 9.22 µM), for the others: top-dose activation, negative = inhibition, usual class: activators | hit rate 2.8% among 320,000 | AID 485297; further: % of control where 0% means no effect; nearly all actives have a fitted effect of over 60% in size
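Using Huh7 cells stably transfected with Rab9 promoter–luciferase, compounds were incubated 24 h at 37 °C, 5% CO2; luciferase luminescence was read 10 min after reagent addition.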
CXXC DNA block = MLL CXXC-DNA interaction inhibition; MLL-CXXC / FITC-HOXA9 DNA fluorescence polarization; Q03164; hit rate 0.037% among 290,000; Potency, µM (highest dose often 115 µM), for the others: top-dose activity change, negative = inhibition, usual class: inhibitors; active means well fitted inhibition curve with a large enough effect in the polarisation, with a control signal flat, not every such curve was filed as active; inconclusive means small, poorly fitted or top-dose-only effect, or effect the other way, or a change in a side signal; inactive means no such curve, though single readings can be large or run the other way; the % refers to the polarisation
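Fluorescence polarization: 7 uM MLL-CXXC (stock) preincubated 5 min with compounds, then 50 nM fluorescein-HOX-A9 DNA (stock) added; 30 min ambient. Buffer 50 mM Tris-HCl pH 7.5, 50 mM NaCl, 1 mM DTT, 0.05% BSA.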
FLuc counter = counter-screen for miR-21 project: firefly luciferase inhibitors or activators | hit rate 6.9% among 360,000 | P08659 | AID 588342 | purified FLuc, Km substrates, luminescence inhibition | Potency, µM (doses to about 57.5 µM), inactives show at the highest dose activity change, negative = inhibition, most hits filed as inhibitors;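 further: plate controls were vehicle for no effect and reference inhibitor for full effect; nearly all actives have a fitted effect of over 55% in size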
Target sequence (P08659 whole entry, looked up): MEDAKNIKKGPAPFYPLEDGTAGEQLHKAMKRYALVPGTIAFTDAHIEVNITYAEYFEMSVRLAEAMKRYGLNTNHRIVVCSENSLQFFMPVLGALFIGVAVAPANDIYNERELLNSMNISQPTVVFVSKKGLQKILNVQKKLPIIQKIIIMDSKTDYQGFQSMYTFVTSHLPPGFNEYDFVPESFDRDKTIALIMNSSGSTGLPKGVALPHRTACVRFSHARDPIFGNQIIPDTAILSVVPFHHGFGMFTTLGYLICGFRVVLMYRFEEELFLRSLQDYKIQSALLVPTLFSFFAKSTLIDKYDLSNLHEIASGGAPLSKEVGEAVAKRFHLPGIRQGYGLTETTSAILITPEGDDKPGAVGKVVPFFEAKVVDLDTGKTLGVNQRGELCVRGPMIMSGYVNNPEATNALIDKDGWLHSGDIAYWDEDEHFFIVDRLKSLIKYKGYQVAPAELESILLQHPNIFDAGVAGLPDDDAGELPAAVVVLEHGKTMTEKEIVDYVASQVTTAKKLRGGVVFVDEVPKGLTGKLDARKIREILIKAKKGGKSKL
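Purified P. pyralis luciferase, 10 nM final, with Km-level 10 uM D-luciferin and 10 uM ATP in 50 mM Tris acetate pH 7.5, 10 mM Mg acetate, 0.01% Tween-20, 0.05% BSA; 6-point qHTS titration about 60 µM downward; luminescence read.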
p53 reactivation = mutant p53 re-activation in reporter cells; hit rate 0.063% among 320,000; Potency, µM (top dose mostly 92.2 µM), for the others: at the highest dose activity change, positive = activation, usual class: activators; H1299 p53-A138V BP100-luciferase reporter, luminescence, 24 h; further: % of control where 0% means no effect; nearly all actives have a fitted effect of over 45% in size
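H1299 (p53-null), stable ts p53-A138V + BP100-Luc; 1000 cells/well, Opti-MEM/10% FBS; cpd 4 pt, 1:5; 24 h, 37 deg C, 5% CO2; detection reagent 10 min RT; luminescence.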
RORg inh = ROR gamma (mouse) transcription inhibition; P51450; Drosophila S2 Gal4-RORgamma UAS-luciferase reporter, 20 h; Potency, µM (top dose mostly 53.6 µM), for inactives: at the highest dose activity change, negative = inhibition, actives largely listed as inhibitors; hit rate 5.4% among 310,000; AID 2551; further: on the % scale 0 is the no-effect control and ±100 the full control effect; nearly all actives have a fitted effect of over 60% in size
Target sequence (P51450 whole entry, looked up, the tested form may be a part): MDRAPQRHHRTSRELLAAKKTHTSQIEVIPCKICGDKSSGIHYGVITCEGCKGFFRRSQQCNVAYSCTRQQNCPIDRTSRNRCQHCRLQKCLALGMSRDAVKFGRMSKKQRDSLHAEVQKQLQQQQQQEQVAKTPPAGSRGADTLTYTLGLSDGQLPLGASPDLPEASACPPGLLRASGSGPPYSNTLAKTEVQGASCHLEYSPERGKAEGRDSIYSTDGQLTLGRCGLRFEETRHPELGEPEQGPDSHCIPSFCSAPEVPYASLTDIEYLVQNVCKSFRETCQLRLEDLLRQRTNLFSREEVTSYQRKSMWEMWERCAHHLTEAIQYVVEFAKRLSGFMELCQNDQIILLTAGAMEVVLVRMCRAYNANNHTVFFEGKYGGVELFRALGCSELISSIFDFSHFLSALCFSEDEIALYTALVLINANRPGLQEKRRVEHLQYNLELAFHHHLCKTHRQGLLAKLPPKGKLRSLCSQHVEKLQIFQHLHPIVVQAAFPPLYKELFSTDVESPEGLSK
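A Gal4/UAS one-hybrid system in insect cells: metallothionein-promoter Gal4–ROR gamma fusion plus Photinus luciferase reporter. Copper sulfate 700 uM final, 20 hr ambient incubation, luminescent detection after 10 min with reagent.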
* marks the source's active call; other numbers are inactive results; ? = inconclusive; / = not tested or not shown; [ ] = remark or other dose. Unless noted, the call rests on the fitted dose curve; in most records, active means well fitted curve in the direction sought with a large enough effect; inconclusive means small, poorly fitted or top-dose-only effect, or another doubt; inactive means no such curve, though single readings can be large; an effect the other way counts as inactive or inconclusive. Potency means the concentration at half of the fitted maximal effect.

SMILES	ELG1 genotoxic	VP16 counter	MBNL1-CUG inh	BRCA1 expr up	NPC1 prom act	uPA generation	Rab9 prom act	CXXC DNA block	FLuc counter	p53 reactivation	RORg inh
O=C(NC1CCOCC1)C1CCC(=O)N(Cc2cccc(C(F)(F)F)c2)C1 (configuration not stated)	0%	0%	-3%	6%	2%	-5%	4%	-8%	2%	7%	1%
Cc1nnc2c3ccccc3c(-c3ccc(O)cc3)nn12	?	-4%	9%	-56%	-3%	3%	-5%	-23%	0%	-1%	-21%
Cc1ccc(-n2c(C)cc(C(=O)CSc3nnnn3C)c2C)cc1	13%	13µM*	-2%	?	0.71µM*	-2%	0.71µM*	1%	2.7µM*	14%	?
Cc1cccc(C2=N/C(=C\c3cccs3)C(=O)O2)c1	3%	5%	13%	13%	-1%	?	2%	-9%	2.1µM*	-1%	-4%
CCOc1ccccc1OCC(=O)OCC(=O)NNC(=O)c1ccc([N+](=O)[O-])cc1	-3%	/	?	-8%	-1%	14%	-6%	2%	4%	/	/
CS(=O)(=O)c1ccc(C(=O)Nc2ccc(N3CCCC3)cc2)c(Cl)c1	-2%	1%	/	16%	-1%	7%	?	4%	-17%	1%	?
O=[N+]([O-])c1ccc(-c2nc(-c3ccc(F)cc3)c(-c3ccncc3)[nH]2)cc1	/	-17%	?	/	-25%[46.1 µM]	/	-35%[inhibitor][46.1 µM]	43%[activator]	/	/	-26%
O=C(C[n+]1ccccc1)N/N=C/c1ccc(Cl)c(Cl)c1	-9%	0%	5%	3%	-8%	-5%	-3%	-2%	1%	5%	-12%
Cc1ccc(NC(=O)CSc2nc3c(c(=O)n(C)c(=O)n3C)n2C)cc1	-9%	0%	0%	5%	1%	0%	0%	-3%	1%	8%	1%
Cc1cc2oc(=O)cc(C)c2c(=O)o1	-3%	/	?	0%	-1%	8%	-3%	0%	0%	5%	31%[0.365 µM]
O=C(Nc1ccc(Cl)cn1)c1cccc(OCc2ccccc2)c1	6%	2%	-7%	56%	0%	-13%	26%	0%	?	?	32%
Cc1ccccc1OCc1n[nH]c(=S)n1-c1ccccc1	-2%	8.9µM*	1%	1%	-4%	-3%	-3%	2%	?	-5%	2.5µM*
CC1CCCN(C(=O)C2CCN(CC3CC=CCC3)CC2)C1 (configuration not stated)	0%	-4%	-2%	-23%	3%	-2%	-5%	2%	5%	3%	9%
COc1cccc(N2CCC(N3CCN(C)C(CCO)C3)CC2)c1 (configuration not stated)	2%	4%	9%	-3%	0%	0%	2%	-3%	-7%	8%	-1%
COC(=O)c1ccc(NC(=O)CN2C(=O)CC(C)S(=O)(=O)c3ccccc32)cc1 (configuration not stated)	2%	-3%	-8%	-21%	0%	2%	0%	3%	-1%	4%	4%
Cc1ccc2c(NC(=O)c3ccc(Br)o3)cccc2n1	6%	-14%	7%	4%	0%	-4%	-3%	8%	-14%	3%	33%
O=C(Nc1ccccc1)c1cc(Cl)nc2ccccc12	-3%	-3%	/	-28%	0%	-4%	-3%	1%	8%	-6%	-11%[10 µM]
Cc1ccc(Cl)cc1N1CCN(Cc2nc3c(c(=O)[nH]c(=O)n3C)n2CCc2ccccc2)CC1	17%	-3%	-4%	-21%	1%	3%	0%	-1%	1%	-3%	-8%
CNC(=O)NC(=O)COC(=O)CCc1nc(=O)c2ccccc2n1C	9%	0%	-4%	-13%	-6%	4%	-1%	25%	5%	-2%	18%
Cc1ccc(S(=O)(=O)CCC(=O)OCC(=O)N2c3ccccc3CC2C)cc1 (configuration not stated)	-1%	/	/	2%	0%	-4%	-1%	/	1%	-1%	/
N#Cc1ccc(-c2nc3cc(C#N)c(C#N)cc3nc2-c2ccccc2)cc1C#N	-3%	-9%	2%	/	-6%	/	-19%	16%	2%	5%	10%
COC(=O)C1CN(S(=O)(=O)c2cc(OC)ccc2OC)CCS1 (configuration not stated)	-6%	12%	-5%	-3%	1%	-1%	1%	-10%	0%	4%	-27%
O=C(Cc1ccc(F)cc1)Nc1nc(-c2ccc(F)c(F)c2)cs1	-6%	-4%	-2%	-5%	-3%	-10%	8%	17%	?	/	?
O=C(NCc1cccs1)C1CCCCC1	-2%	22%	2%	2%	2%	-2%	24%	4%	3%	-1%	6%
COc1ccc(CNC(=O)Nc2ccccc2)cc1	?	-6%	/	?	?	-2%	3.5µM*	0%	19µM*	13%	32%
SMILES	ELG1 genotoxic	VP16 counter	MBNL1-CUG inh	BRCA1 expr up	NPC1 prom act	uPA generation	Rab9 prom act	CXXC DNA block	FLuc counter	p53 reactivation	RORg inh
Cc1ccc(NC(=O)CSc2nnc(Cc3cccn3C)n2-c2ccc(F)cc2)c(C)c1	-7%	0%	0%	6%	-2%	8%	0%	1%	6%	2%	-33%
Cc1cccc(-n2nc(C)c3c(C(=O)O)cc(-c4cccs4)nc32)c1	-2%	-3%	16%	-21%	2%	-2%	-2%	-2%	?	2%	35%
COCCCNC(=S)N1CCN(C(=O)C(=O)Nc2ccc(C(=O)OC)cc2)CC1	-1%	-7%	3%	-2%	1%	0%	-6%	5%	-2%	-7%	6%
O=C(C1CCCN(Cc2ccccc2F)C1)N1CCCCC1 (configuration not stated)	-5%	0%	-5%	-22%	0%	2%	-1%	4%	-2%	-7%	16%
N#C/C(=C\Nc1ccc2cn[nH]c2c1)c1nc(-c2ccccc2)cs1	10%	?	2%	-27%	9%	-2%	0%	21%	-3%	-3%	?
CCOc1ccccc1NC(=O)C1CCN(S(C)(=O)=O)CC1	-6%	-8%	1%	-2%	6%	23%	-1%	-20%	-1%	8%	?
C=CCSc1ccsc1C(=O)O	-3%	0%	9%	-20%	-3%	3%	0%	-27%	-7%	-4%	-9%
CCCN1CCC(=O)N([C@H](CSc2ccc(OC)cc2)c2ccccc2)CC1	11%	6%	5%	72%	?	-30%	28%	17%	?	14%	9%
COc1ccc(/C=C/C(=O)N/C(=C\c2ccco2)C(=O)NCCc2nc3ccccc3[nH]2)cc1	-6%	2%	?	-35%	-1%	-6%	2%	5%	?	5%	?
Cc1ccc(-c2csc3ncnc(SCc4ccc(C(=O)O)cc4)c23)cc1	5%	4.5µM*	4%	1%	-2%	-1%	1%	-10%	-17%	-4%	2.8µM*
Cc1cc(C)c(C(=O)/C=C/c2ccc3c(c2)OCO3)c(=O)[nH]1	-5%	-3%	-6%	-49%	-2%	1%	-7%	-6%	-5%	9%	20%
O=C(CNC(=O)c1cccs1)OCC(=O)c1ccc(Cl)cc1	0%	6%	-8%	41%	-3%	15%	-5%	-3%	-7%	-2%	40%
CC1(C)CC(=O)C(C=NCCCn2ccnc2)=C(O)C1	0%	-2%	-4%	8%	-1%	/	4%	0%	0%	-3%	-10%
CC(C)CN(CC(C)C)C(=O)Cc1coc2ccc3ccccc3c12	/	?	-3%	-27%	/	-4%	/	10%	7%	/	?
COc1ccc(C(=O)O/N=C(\N)Cc2ccc([N+](=O)[O-])cc2)c(OC)c1	2%	-20%	?	0%	-1%	-6%	-4%	1%	-16%	16%	1%
COc1ccc(OC)c(CN2CCC(N3CCC(C(=O)NC4CC4)CC3)CC2)c1	-1%	3%	-9%	-25%	4%	1%	-5%	0%	1%	?	-18%
Nc1ccc(C(=O)NC23CC4CC(CC(C4)C2)C3)cc1	4%	-1%	-7%	-18%	2%	-6%	11%	2%	-19%	0%	4%
CCOC(=O)N/N=C(\c1ccccc1)C(O)c1ccccc1 (configuration not stated)	0%	0%	5%	-2%	-4%	10%	-2%	7%	0%	2%	2%
O=C(NCc1ccncc1)c1cc(-c2ccc(Cl)cc2)oc1C(F)(F)F	-2%	-6%	-3%	-28%	-6%	?	-11%	2%	4%	-4%	32%
CCOC(=O)N1CCC(Nc2c(N3CCN(c4cc(Cl)ccc4C)CC3)c(=O)c2=O)CC1	-14%	-2%	-6%	-4%	-7%	-16%	-7%	1%	5%	2%	0%
CN(CC(=O)N1CCN(c2ccccn2)CC1)S(=O)(=O)c1cccc2nsnc12	-8%	-6%	?	-11%	0%	0%	-2%	6%	-1%	-10%	-2%
O=C(O)CCCn1c(=O)[nH]c2ccccc2c1=O	0%	-3%	-6%	-12%	0%	-2%	-2%	1%	-1%	16%	0%
CC(=O)Nc1cccc(NC(=O)Nc2cccc3ccccc23)c1	-2%	-3%	17%	-2%	-3%	9%	1%	11%	-9%	9%	0%

The list is partial; the hit share may differ from the screen's.
